Bioassay records: PubChem BioAssay, several laboratories
SSB-PriA inh: inhibitors of Klebsiella pneumoniae PriA binding to SSB C-terminal tail, primary screen, biochemical, AlphaScreen. AlphaScreen SSBct-PriA binding, biotinylated peptide. inhibition, % at 33 µM. 430,000 tested, 0.6% active. AID 1272365, 2023; in the data active means inhibition mostly above about 37%, no sharp cut-off; inactive means mostly below about 20%;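 further: plate controls were negative control peptide for no effect and reference peptide for full effect; strong numbers were not always called active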
TcdB inh: TcdB glycohydrolase inhibitors, primary screen, biochemical, single point, plate reader. Toxin B (Clostridioides difficile), P18177. TcdB glycohydrolase enzymatic assay. inhibition, % at 9.99 µM. 350,000 tested, 0.24% active; in the data active means inhibition above about 10%
Yp Topo-I inh: Yersinia pestis topoisomerase I inhibitors, primary screen, biochemical, cleavage product accumulation, plate reader, single point | DNA topoisomerase I (Yersinia pestis CO92) | Y. pestis Topo-I cleavage product accumulation | activity, % at 10 µM | 360,000 tested, 0.064% active; in the data active means activity above about 50%, passing the limit was not always enough; inconclusive means no clear call, values can overlap the other calls; further: inactives centre near 2
3CLpro inhibitor: SARS-CoV 3CLpro protease inhibitors, primary screen, biochemical, quenched FRET; Replicase polyprotein 1ab (Severe acute respiratory syndrome coronavirus), P0C6X7; recombinant SARS-CoV 3CLpro, quenched FRET peptide cleavage; inhibition, % at 6 µM; 290,000 tested, 0.14% active; AID 1706, 2009; in the data active means inhibition above about 12%
CCHF vOTU inh: CCHFV vOTU protease inhibitors, primary screen, biochemical, Pep-AMC substrate, fluorescence. inhibition, % at 11.5 µM. 370,000 tested, 0.55% active. AID 651958, 2012; in the data active means inhibition above about 30%; further: 0% = vehicle wells with enzyme and 100% = no enzyme wells
DUSP3 inh: VHR1 phosphatase inhibitors, primary screen, biochemical, absorbance, uHTS; Dual specificity protein phosphatase 3 (Homo sapiens), P51452; recombinant VHR phosphatase, pNPP absorbance; inhibition, % at 13.3 µM; 290,000 tested, 0.52% active; in the data active means inhibition above about 50%; further: some compounds called inactive have numbers as strong as hits
Target sequence (P51452 whole entry, looked up): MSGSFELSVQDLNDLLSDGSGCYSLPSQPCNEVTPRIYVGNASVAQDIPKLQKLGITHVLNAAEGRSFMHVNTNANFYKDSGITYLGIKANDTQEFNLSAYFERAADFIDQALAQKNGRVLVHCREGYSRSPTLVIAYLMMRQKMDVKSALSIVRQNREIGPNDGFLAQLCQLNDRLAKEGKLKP
Anthrax LF inh2: Bacillus anthracis LF protease inhibitors, primary screen, biochemical, multiplex microsphere, MLPCN library; AID 588501, 2011; multiplex microsphere protease cleavage assay; 360,000 tested, 0.12% active; inhibition, % at 10 µM; Lethal factor (Bacillus anthracis), P15917; further: plate controls were buffer without enzyme for full effect and enzyme alone for no effect
Target sequence (P15917 whole entry, looked up): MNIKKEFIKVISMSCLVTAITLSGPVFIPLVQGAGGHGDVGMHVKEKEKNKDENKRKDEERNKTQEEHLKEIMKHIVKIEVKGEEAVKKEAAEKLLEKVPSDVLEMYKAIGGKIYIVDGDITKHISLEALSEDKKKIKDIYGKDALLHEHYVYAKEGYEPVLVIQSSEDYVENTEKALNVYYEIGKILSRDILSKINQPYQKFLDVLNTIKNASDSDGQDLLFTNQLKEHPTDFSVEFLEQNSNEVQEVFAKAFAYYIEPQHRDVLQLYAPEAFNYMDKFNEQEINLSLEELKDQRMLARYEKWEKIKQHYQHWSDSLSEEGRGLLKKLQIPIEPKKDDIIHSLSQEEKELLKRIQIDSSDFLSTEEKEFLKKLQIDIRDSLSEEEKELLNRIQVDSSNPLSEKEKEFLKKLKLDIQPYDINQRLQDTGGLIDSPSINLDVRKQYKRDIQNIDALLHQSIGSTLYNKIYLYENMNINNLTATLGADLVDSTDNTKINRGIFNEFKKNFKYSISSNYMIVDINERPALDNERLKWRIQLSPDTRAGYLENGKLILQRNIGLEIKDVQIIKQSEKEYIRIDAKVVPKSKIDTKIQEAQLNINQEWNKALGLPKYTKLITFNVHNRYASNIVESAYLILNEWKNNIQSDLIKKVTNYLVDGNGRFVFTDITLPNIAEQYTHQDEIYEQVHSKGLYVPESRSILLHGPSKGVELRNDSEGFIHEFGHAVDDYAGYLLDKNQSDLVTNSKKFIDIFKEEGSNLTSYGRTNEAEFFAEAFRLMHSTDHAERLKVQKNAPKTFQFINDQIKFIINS
PfHsp40 rescue: rescue of yeast from PfHsp40 toxicity, primary screen, S. cerevisiae, ATP luminescence | S. cerevisiae expressing PfHsp40, growth rescue | growth rescue, % at 12.5 µM | 340,000 tested, 0.68% active | AID 504582, 2011; in the data active means growth rescue above about 28%, passing the limit was not always enough; inconclusive means no clear call, values can overlap the other calls;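 further: yeast W303a lacking pdr1 and pdr3 grown in galactose medium; growth measured after three days at 30 °C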
BH1578 lux ind: inducers of Vibrio cholerae quorum light production without autoinducers, primary screen, BH1578 luxS cqsA deficient, single point; 350,000 tested, 0.16% active; V. cholerae BH1578 lux reporter, luminescence, 6 h; activation, % at 18.7 µM; in the data active means activation mostly above about 9.7%, no sharp cut-off; inconclusive means no clear call, values can overlap the other calls; inactive means mostly below about 3.7%; further: not every result past the cut was called active; inactives centre near 0; reference of the scale not given here
BoNT A protease: BoNT/A light chain protease inhibitors, primary screen, biochemical, flow cytometry, MLPCN library; Botulinum neurotoxin type A light chain protease (Clostridium botulinum A str. ATCC 3502); 360,000 tested, 0.17% active; AID 588499, 2011; inhibition, % at 10 µM; multiplex microsphere protease substrate cleavage; further: plate controls were buffer without enzyme for full effect and enzyme alone for no effect
The depositor's hits bear a star; i = inactive; ? = inconclusive; . = no result given; & = joins results of further samples. Unless noted, no stated cut-off is given here; in the data, active means inhibition above about 30%; inconclusive means no clear call, values can overlap the other calls; inactive means below that.

SMILES	SSB-PriA inh	TcdB inh	Yp Topo-I inh	3CLpro inhibitor	CCHF vOTU inh	DUSP3 inh	Anthrax LF inh2	PfHsp40 rescue	BH1578 lux ind	BoNT A protease
CCCCN(C)CCn1c(=S)[nH]c2cc(OCC)c(OCC)cc2c1=O	6	1.4	4	-2	-12	4	-3	-1.1	2.8	-0.1
O=C(/C=C/c1ccccc1)N(Cc1cccs1)C1CCS(=O)(=O)C1 (stereo not given)	-7	0.6	3	8	3	8	.	0.5	-0.8	.
COC(=O)C1=C(C)Nc2sc(C(N)=O)c(N)c2C1c1ccncc1 (stereo not given)	5	-2.1	-2	6	-3	-17	-2	-0.5	-0.4	0.1
Cc1cc(=O)oc2c1c(C)nn2-c1ccc(Cl)cc1	-15	0.0	-1	0	-4	44	3	3.5	-0.2	2.0
COc1ccc(C(=O)Nc2ccccc2)cc1S(=O)(=O)NCc1ccco1	-6	2.0	7	-7	9	8	13	0.2	-0.3	1.1
O=C(Nc1ccc(Cl)cc1)C(c1ccccc1)N1CCOCC1 (stereo not given)	5&-7&-7	1.3	5	5	14	3	1	-0.8	i	0.5
COC(=O)C1=C(C)OC(N)=C(C#N)C1c1cccnc1 (stereo not given)	-11	.	-4	0	-4	36	0	-0.3	.	0.4
COc1cccc(C(=O)Nc2ccc3c(c2)C(=O)N(CC2CCCO2)C3=O)c1 (stereo not given)	-4	0.2	8	-3	14	24	-1	0.6	3.6	0.0
O=c1[nH]c2ccccc2n1CCCN1CCC(n2c(=O)[nH]c3cc(Cl)ccc32)CC1	9	1.5	21	-1	5	5	-3	0.5	i	-0.4
C=CCOC(=O)Nc1c(C(=O)OC)[nH]c2ccccc12	-17	.	-6	2	6	29	2	-0.1	i	-0.6
CC(=O)Nc1cccc(NC(=O)CCNC(=O)c2ccccc2)c1	5	0.7	5	-3	-6	7	-2	-0.6	-0.5	3.5
CCOC(=O)C1(CCCc2ccccc2)CCN(C(=O)CCc2cnn(C)c2)CC1	10	.	22	3	2	8	-1	0.2	-0.2	-0.9
Cc1cc(C)n2ncc(C(=O)NC3CCCCC3)c2n1	2	0.3	-2	0	-6	21	-2	-0.1	i	-0.5
Cc1ccc(CONC(=O)c2ccc(OC(F)F)cc2)cc1	-3	1.3	6	-3	-4	12	-3	0.9	2.9	0.4
Cc1noc(C)c1NC(=O)N(C)C[C@H]1Oc2ccc(NC(=O)NC(C)C)cc2C(=O)N([C@H](C)CO)C[C@@H]1C	10	0.1&0.2	-3	.	4	.	0	-0.2	i	0.1
Cc1nn(-c2ccccc2)c(C)c1C(=O)OCc1ccc(C#N)cc1	-9	0.2	18	3	-3	-11	-3	2.5	0.6	-1.6
COc1ccc(NC(=O)C2CCC(C(C)(C)C)CC2)cc1S(=O)(=O)N1CCCCC1 (stereo not given)	2	.	2	-4	-7	-4	-1	-0.2	i	-0.1
CC(C)C[C@H]1CNC(=O)C(=O)N1C[C@@H]1CCCN1C[C@H](Cc1ccccc1)N1C[C@H](Cc2ccccc2)N(CCc2ccccc2)C(=O)C1=O	.	0.0	.	.	-3	.	5	.	.	-0.3
CCOC(=O)c1c(NC(=O)CSc2nnnn2C)sc(C(=O)N(C)C)c1C	4	0.5	11	4	11	11	-4	-0.6	i	-0.1
Cc1ccc(OCc2cc(C(=O)N3CCC(Oc4cccnc4)CC3)no2)cc1C	6	2.0	43	0	-2	-4	-4	3.2	-0.3	-0.5
CCOC(=O)COc1cc2c3c(c(=O)oc2cc1C)CCCC3	-5	.	11	-3	4	-20	4	-1.2	0.9	0.3
CC1=NN(c2ccc(C(=O)O)cc2)C(=O)CC1	4	-0.6	0	2	-8	0	-3	-0.6	2.0	-3.3
CC[C@H](C)[C@H](NC(N)=O)C(=O)Nc1ccc(OC)c(Cl)c1	-13	0.7	3	-1	8	16	-7	-1.4	-0.4	-0.8
Cc1cccc(-n2cc(CNCCc3nc(C)cc(C)n3)c(-c3cccc(F)c3)n2)c1	8	2.0	14	1	15	-4	-10	-0.7	i	-0.4
COc1ccccc1CNC(=O)CCNS(=O)(=O)c1ccc2[nH]c(=O)oc2c1	3	0.5	-8	-3	11	-24	0	-1.1	i	-0.4

Overlap with the part before: two compounds, followed by the next part.
SMILES	SSB-PriA inh	TcdB inh	Yp Topo-I inh	3CLpro inhibitor	CCHF vOTU inh	DUSP3 inh	Anthrax LF inh2	PfHsp40 rescue	BH1578 lux ind	BoNT A protease
Cc1cccc(-n2cc(CNCCc3nc(C)cc(C)n3)c(-c3cccc(F)c3)n2)c1	8	2.0	14	1	15	-4	-10	-0.7	i	-0.4
COc1ccccc1CNC(=O)CCNS(=O)(=O)c1ccc2[nH]c(=O)oc2c1	3	0.5	-8	-3	11	-24	0	-1.1	i	-0.4
Cc1nn(Cc2ccc(Cl)cc2Cl)c(C)c1NC(=O)CCl	-12	.	12	0	3	-1	0	-1.5	i	?
COC(=O)C1=C(c2cccc(C#N)c2)C[C@@H]2CC[C@H]1N2C(=O)NCCCOC(C)C	4	7.2	-1	.	-1	.	-1	-1.2	i	0.2
COc1ccc(S(=O)(=O)Cc2ccc(C(=O)NCCCN(C)c3ccccc3)o2)cc1	21	.	-4	-5	-3	24	-4	-0.4	-3.8	?
Cc1ccc(NC(=O)C2=CCN(S(=O)(=O)c3ccc(F)cc3)CC2)c(C)c1	1	2.1	2	5	-8	-7	-6	-1.5	-0.6	-0.9
CCOC(CCn1c(SCC(=O)Nc2cc(C)on2)nc2ccccc2c1=O)OCC	2	0.5	-7	1	-5	34	-1	-0.2	-0.3	0.0
CCOCCCNS(=O)(=O)Cc1ccccc1	-7	.	3	-7	2	-26	-6	0.0	i	3.2
COc1ccccc1CNN	1	-1.8	15	6	6	7	-7	1.6	-0.3	-0.9
O=C1OCCC1Sc1nnc(-c2ccc(Cl)cc2)n1Cc1ccccc1 (stereo not given)	1	.	20	-2	-12	22	0	-1.4	i	-0.5
O=C(O)CCC(=O)Nc1ccc(C(=O)OC2CCCCC2)cc1	-7	1.4	8	-4	11	11	2	4.0	-6.9	0.8
Cc1cc2cc(CCNC(=O)CCc3ccccc3)c(=O)[nH]c2cc1C	-12	-1.2	7	2	10	21	3	0.2	-0.2	0.1
Cc1ccc(S(=O)(=O)N2C[C@@H]3CCCC[C@@H]3[C@@H](C)[C@H]2c2cn(Cc3ccccc3)c3ccccc23)cc1	-3	0.9	-1	.	6	.	-6	-0.7	i	0.1
Cc1cc(C(C)(C)C)oc1C(=O)N(CC(=O)NC1CCCC1)c1cccc(C(F)(F)F)c1	-7	.	14	1	.	-20	-11	6.5	i	-0.3
COc1ccc(OC)c(C(=O)COC(=O)c2cccnc2Cl)c1	-4	0.5	2	-1	-5	7	3	-0.8	-0.9	0.1
Cc1cc(C(=O)Nc2cccc3c2O[C@@H](CN(C)S(=O)(=O)c2ccccc2)[C@H](C)CN([C@@H](C)CO)C3=O)n(C)n1	1	2.1	-1	.	4	.	5	0.2	i	-0.6
COc1cc(-c2nc(-c3ccccc3)c(-c3ccc(F)cc3)[nH]2)cc2c1OCO2	19	.	-17	4	-9	2	-4	0.8	-0.4	-2.9
COc1cc(OC)cc(C(=O)Nc2nnc(SCC(=O)NCc3ccco3)s2)c1	-5	-2.8	0	2	12	-6	-1	-1.0	-0.3	-0.7
COc1ccc(S(=O)(=O)Nc2ccc(Oc3ncccn3)c(Cl)c2)cc1	-18	.	3	3	4	35	-2	0.2	i	-1.3
Cc1ccc(CSCc2nnc(SCC(=O)N3CCN(c4ccccc4)CC3)n2C)cc1	11	.	24	1	0	-13	-3	1.0	-0.6	-0.3
COc1ccc(S(=O)(=O)N2CCC(C(=O)NCc3ccccn3)CC2)cc1Cl	-11	.	-1	3	-2	6	-6	-1.6	-0.2	-0.5
OC(COCc1cccs1)CN1CCN(c2cccc(Cl)c2)CC1 (stereo not given)	-3	4.7	32	-4	11	-4	-1	-0.6	-1.1	-0.9
COc1ccc(S(=O)(=O)Nc2nnc(C)s2)cc1	-7	.	3	4	-7	25	6	0.5	-0.3	2.1
Cc1ccc(CCNC(=O)c2nnn(-c3cc(C)cc(C)c3)c2N)cc1	-17	.	-4	3	3	13	-10	48*	-0.6	-1.9
Cn1c(=O)n(CCCOc2ccc(Cl)cc2)c2ccccc21	-32	.	29	6	6	3	-3	0.2	0.3	-0.6
Cn1nc([N+](=O)[O-])nc1S(C)(=O)=O	1	-0.1	2	-2	0	28	-3	-0.6	0.1	-0.2
O=C(CCNc1ccc(Cc2ccncc2)cc1)c1cccc([N+](=O)[O-])c1	12	-1.5	0	-5	-15	6	-5	0.1	-1.4	-0.8
CCOC(=O)C1(CCOc2ccccc2)CCN(Cc2cccn2-c2ncccn2)CC1	10	-0.1	7	1	12	14	1	-0.2	-0.2	-0.6
COc1cccc(-c2cnc3c(NC=O)cc(-c4ccccc4Oc4ccccc4)cn23)c1	.	1.3	36	.	8	.	1	.	-1.0	-0.8
COc1cc(C(=O)OCC(=O)NC2CCCCCC2)ccc1OCC(C)C	-3	1.9	11	.	-8	.	-4	0.5	i	0.8
Cc1ccc(CN2CCN(c3cccc4[nH]ccc34)CC2)cc1	22	3.6	2	-2	1	20	-12	1.5	i	-1.1
CCOC(=O)C1(CCCc2ccccc2)CCN(C(=O)Cn2nc(C)nc2C)CC1	-4	1.1	2	2	-4	19	2	-0.1	-0.4	-0.7

Individual results from the entries so far:
O=C1OCCC1Sc1nnc(-c2ccc(Cl)cc2)n1Cc1ccccc1 (stereo not given) in Yp Topo-I inh: 20
Cc1ccc(NC(=O)C2=CCN(S(=O)(=O)c3ccc(F)cc3)CC2)c(C)c1 in CCHF vOTU inh: -8
O=C(CCNc1ccc(Cc2ccncc2)cc1)c1cccc([N+](=O)[O-])c1 in CCHF vOTU inh: -15
Cc1cc(C(=O)Nc2cccc3c2O[C@@H](CN(C)S(=O)(=O)c2ccccc2)[C@H](C)CN([C@@H](C)CO)C3=O)n(C)n1 in SSB-PriA inh: 1

Grouped by structure: the compounds so far containing an aryl thioether with sulfur outside any ring
SMILES	SSB-PriA inh	TcdB inh	Yp Topo-I inh	3CLpro inhibitor	CCHF vOTU inh	DUSP3 inh	Anthrax LF inh2	PfHsp40 rescue	BH1578 lux ind	BoNT A protease
CCOC(=O)c1c(NC(=O)CSc2nnnn2C)sc(C(=O)N(C)C)c1C	4	0.5	11	4	11	11	-4	-0.6	i	-0.1
CCOC(CCn1c(SCC(=O)Nc2cc(C)on2)nc2ccccc2c1=O)OCC	2	0.5	-7	1	-5	34	-1	-0.2	-0.3	0.0
O=C1OCCC1Sc1nnc(-c2ccc(Cl)cc2)n1Cc1ccccc1 (stereo not given)	1	.	20	-2	-12	22	0	-1.4	i	-0.5
COc1cc(OC)cc(C(=O)Nc2nnc(SCC(=O)NCc3ccco3)s2)c1	-5	-2.8	0	2	12	-6	-1	-1.0	-0.3	-0.7
Cc1ccc(CSCc2nnc(SCC(=O)N3CCN(c4ccccc4)CC3)n2C)cc1	11	.	24	1	0	-13	-3	1.0	-0.6	-0.3

Not all compounds are listed; rates above refer to the full screens.
